Source: PubChem (National Center for Advancing Translational Sciences (NCATS))
MBNL1 CUG block = qHTS Assay for Inhibitors of MBNL1-poly(CUG) RNA binding. Potency, µM (highest dose often 57.5 µM), without a hit: top-dose activity change, negative = inhibition, hits mostly inhibitors. actives 0.036% (n = 280,000). TR-FRET MBNL1-His/biotin-(CUG)12 binding, 665/545 ratio; active = well fitted inhibition curve with a large enough effect in the signal ratio, with a control signal flat, not every such curve was filed as active; inconclusive = small, poorly fitted or top-dose-only effect, or effect the other way, or a change in a side signal; inactive = no such curve, though single readings can be large or run the other way; the % refers to the signal ratio; note: % is set by controls: 0 for no effect and ±100 for the full control effect
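Compounds (final 92 nM to 58 uM) are added to His-tagged MBNL1 and biotin-(CUG)12, then terbium anti-His antibody and streptavidin-XL665 (5 nM final). After 60 min at room temperature, the 665/545 nm ratio is read.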
VP16 counter = VP16 counterscreen qHTS for inhibitors of ROR gamma transcriptional activity. Drosophila S2 Gal4-VP16 UAS-luciferase, luminescence, 20 h. Potency, µM (highest dose often 53.6 µM), for inactives: at the top dose activity, negative = inhibition, most hits filed as inhibitors. actives 3.5% (n = 310,000). AID 2546, 2010;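 note: Gal4-VP16 expression switched on by copper sulfate through the metallothionein promoter; % is set by controls: 0 for no effect and ±100 for the full control effect; nearly all actives have a fitted effect of over 50% in size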
uPA surface inh = qHTS for Inhibitors of Cell Surface uPA Generation; cell surface uPA generation assay, qHTS; Potency, µM (top dose mostly 38.3 µM), without a hit: top-dose activity change, negative = inhibition, most hits filed as inhibitors; actives 0.31% (n = 330,000); active = well fitted inhibition curve with a large enough effect; inconclusive = small, poorly fitted or top-dose-only effect; inactive = no such curve, though single readings can be large or run the other way; tested in mouse RAW 264.7 cells; note: % is set by controls: 0 for no effect and ±100 for the full control effect; nearly all actives have a fitted effect of over 55% in size
BRCA1 expr act = qHTS Assay to Identify Small Molecule Activators of BRCA1 Expression; actives 1.1% (n = 380,000); MCF7-BRCA1-FFLuc reporter, luminescence, 48 h; response scale: scaled: vehicle 0%, 10 µM genistein 100%; Potency, µM (titrated, usually from 46.1 µM), inactives show top-dose activation, actives largely listed as activators; AID 624202, 2012; note: nearly all actives have a fitted effect of over 80% in size; some results filed as inactive show a strong effect at the top dose
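Luminescence from a BRCA1-driven firefly luciferase in MCF7 cells was read after 48 h compound exposure at 37 C. Data normalized against DMSO and a 10microM genistein activation control, then curve-fitted across the titration.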
p53 reactivation = qHTS assay for re-activators of p53 using a Luc reporter | H1299 p53-A138V BP100-luciferase reporter, luminescence, 24 h | Potency, µM (series often up to 92.2 µM), without a hit: at the highest dose activity change, positive = activation, actives largely listed as activators | actives 0.063% (n = 320,000) | AID 504706, 2011; note: % of control where 0% means no effect; nearly all actives have a fitted effect of over 45% in size
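H1299 (p53-null), stable ts p53-A138V + BP100-Luc; 1000 cells/well, Opti-MEM/10% FBS; cpd 4 pt, 1:5; 24 h, 37 deg C, 5% CO2; detection reagent 10 min RT; luminescence.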
Rab9 prom act = qHTS Assay for Rab9 Promoter Activators. Huh7 Rab9 promoter-luciferase reporter, luminescence, 24 h. Potency, µM (highest dose often 9.22 µM), for inactives: top-dose activation, negative = inhibition, most hits filed as activators. actives 2.8% (n = 320,000). AID 485297, 2010; note: % of control where 0% means no effect; nearly all actives have a fitted effect of over 60% in size
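Huh7 reporter line, Rab9 promoter upstream of luciferase. Compound exposure 24 h at 37 °C in reduced-serum medium with 10% FBS. Read-out: luminescence.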
NPC1 promoter act = qHTS Assay for NPC1 Promoter Activators | actives 2.4% (n = 320,000) | AID 485313, 2010 | Huh7 NPC1 promoter luciferase reporter, 24 h | Potency, µM (series often up to 9.22 µM), for inactives: at the highest dose activation, most hits filed as activators;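 note: % of control where 0% means no effect; nearly all actives have a fitted effect of over 60% in size; reporter is driven by a mutant NPC1 promoter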
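Luminescence from an NPC1 promoter-driven luciferase reporter in stably transfected Huh7 cells was measured after 24 h compound treatment at 37 °C, followed by 10 min ambient incubation with luciferase detection reagent.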
ELG1 genotox = qHTS screen for small molecules that induce genotoxicity in human embryonic kidney (HEK293T) cells expressing luciferase-tagged ELG1 | actives 1.3% (n = 330,000) | Potency, µM (highest dose often 46 µM), without a hit: at the highest dose activity change, positive = activation, hits mostly activators | HEK293T ELG1-luciferase reporter, luminescence, 16 h | AID 504466, 2011; note: % of control where 0% means no effect; nearly all actives have a fitted effect of over 60% in size
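ELG1-luciferase HEK293T cells, 2,000/well; compound pinned in; 16 hr, 37 °C, 5% CO2; ONE-Glo, 30 min RT; luminescence on CCD imager.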
MLL CXXC-DNA inh = qHTS Fluorescence Polarization Assay for Inhibitors of MLL CXXC domain - DNA interaction. Histone-lysine N-methyltransferase 2A (Homo sapiens), Q03164. MLL-CXXC / FITC-HOXA9 DNA fluorescence polarization. Potency, µM (series often up to 115 µM), inactives show at the top dose activity change, negative = inhibition, actives largely listed as inhibitors. actives 0.037% (n = 290,000). AID 2662, 2010; active = well fitted inhibition curve with a large enough effect in the polarisation, with a control signal flat, not every such curve was filed as active; inconclusive = small, poorly fitted or top-dose-only effect, or effect the other way, or a change in a side signal; inactive = no such curve, though single readings can be large or run the other way; the % refers to the polarisation
Target sequence (Q03164 whole entry, looked up, the tested form may be a part): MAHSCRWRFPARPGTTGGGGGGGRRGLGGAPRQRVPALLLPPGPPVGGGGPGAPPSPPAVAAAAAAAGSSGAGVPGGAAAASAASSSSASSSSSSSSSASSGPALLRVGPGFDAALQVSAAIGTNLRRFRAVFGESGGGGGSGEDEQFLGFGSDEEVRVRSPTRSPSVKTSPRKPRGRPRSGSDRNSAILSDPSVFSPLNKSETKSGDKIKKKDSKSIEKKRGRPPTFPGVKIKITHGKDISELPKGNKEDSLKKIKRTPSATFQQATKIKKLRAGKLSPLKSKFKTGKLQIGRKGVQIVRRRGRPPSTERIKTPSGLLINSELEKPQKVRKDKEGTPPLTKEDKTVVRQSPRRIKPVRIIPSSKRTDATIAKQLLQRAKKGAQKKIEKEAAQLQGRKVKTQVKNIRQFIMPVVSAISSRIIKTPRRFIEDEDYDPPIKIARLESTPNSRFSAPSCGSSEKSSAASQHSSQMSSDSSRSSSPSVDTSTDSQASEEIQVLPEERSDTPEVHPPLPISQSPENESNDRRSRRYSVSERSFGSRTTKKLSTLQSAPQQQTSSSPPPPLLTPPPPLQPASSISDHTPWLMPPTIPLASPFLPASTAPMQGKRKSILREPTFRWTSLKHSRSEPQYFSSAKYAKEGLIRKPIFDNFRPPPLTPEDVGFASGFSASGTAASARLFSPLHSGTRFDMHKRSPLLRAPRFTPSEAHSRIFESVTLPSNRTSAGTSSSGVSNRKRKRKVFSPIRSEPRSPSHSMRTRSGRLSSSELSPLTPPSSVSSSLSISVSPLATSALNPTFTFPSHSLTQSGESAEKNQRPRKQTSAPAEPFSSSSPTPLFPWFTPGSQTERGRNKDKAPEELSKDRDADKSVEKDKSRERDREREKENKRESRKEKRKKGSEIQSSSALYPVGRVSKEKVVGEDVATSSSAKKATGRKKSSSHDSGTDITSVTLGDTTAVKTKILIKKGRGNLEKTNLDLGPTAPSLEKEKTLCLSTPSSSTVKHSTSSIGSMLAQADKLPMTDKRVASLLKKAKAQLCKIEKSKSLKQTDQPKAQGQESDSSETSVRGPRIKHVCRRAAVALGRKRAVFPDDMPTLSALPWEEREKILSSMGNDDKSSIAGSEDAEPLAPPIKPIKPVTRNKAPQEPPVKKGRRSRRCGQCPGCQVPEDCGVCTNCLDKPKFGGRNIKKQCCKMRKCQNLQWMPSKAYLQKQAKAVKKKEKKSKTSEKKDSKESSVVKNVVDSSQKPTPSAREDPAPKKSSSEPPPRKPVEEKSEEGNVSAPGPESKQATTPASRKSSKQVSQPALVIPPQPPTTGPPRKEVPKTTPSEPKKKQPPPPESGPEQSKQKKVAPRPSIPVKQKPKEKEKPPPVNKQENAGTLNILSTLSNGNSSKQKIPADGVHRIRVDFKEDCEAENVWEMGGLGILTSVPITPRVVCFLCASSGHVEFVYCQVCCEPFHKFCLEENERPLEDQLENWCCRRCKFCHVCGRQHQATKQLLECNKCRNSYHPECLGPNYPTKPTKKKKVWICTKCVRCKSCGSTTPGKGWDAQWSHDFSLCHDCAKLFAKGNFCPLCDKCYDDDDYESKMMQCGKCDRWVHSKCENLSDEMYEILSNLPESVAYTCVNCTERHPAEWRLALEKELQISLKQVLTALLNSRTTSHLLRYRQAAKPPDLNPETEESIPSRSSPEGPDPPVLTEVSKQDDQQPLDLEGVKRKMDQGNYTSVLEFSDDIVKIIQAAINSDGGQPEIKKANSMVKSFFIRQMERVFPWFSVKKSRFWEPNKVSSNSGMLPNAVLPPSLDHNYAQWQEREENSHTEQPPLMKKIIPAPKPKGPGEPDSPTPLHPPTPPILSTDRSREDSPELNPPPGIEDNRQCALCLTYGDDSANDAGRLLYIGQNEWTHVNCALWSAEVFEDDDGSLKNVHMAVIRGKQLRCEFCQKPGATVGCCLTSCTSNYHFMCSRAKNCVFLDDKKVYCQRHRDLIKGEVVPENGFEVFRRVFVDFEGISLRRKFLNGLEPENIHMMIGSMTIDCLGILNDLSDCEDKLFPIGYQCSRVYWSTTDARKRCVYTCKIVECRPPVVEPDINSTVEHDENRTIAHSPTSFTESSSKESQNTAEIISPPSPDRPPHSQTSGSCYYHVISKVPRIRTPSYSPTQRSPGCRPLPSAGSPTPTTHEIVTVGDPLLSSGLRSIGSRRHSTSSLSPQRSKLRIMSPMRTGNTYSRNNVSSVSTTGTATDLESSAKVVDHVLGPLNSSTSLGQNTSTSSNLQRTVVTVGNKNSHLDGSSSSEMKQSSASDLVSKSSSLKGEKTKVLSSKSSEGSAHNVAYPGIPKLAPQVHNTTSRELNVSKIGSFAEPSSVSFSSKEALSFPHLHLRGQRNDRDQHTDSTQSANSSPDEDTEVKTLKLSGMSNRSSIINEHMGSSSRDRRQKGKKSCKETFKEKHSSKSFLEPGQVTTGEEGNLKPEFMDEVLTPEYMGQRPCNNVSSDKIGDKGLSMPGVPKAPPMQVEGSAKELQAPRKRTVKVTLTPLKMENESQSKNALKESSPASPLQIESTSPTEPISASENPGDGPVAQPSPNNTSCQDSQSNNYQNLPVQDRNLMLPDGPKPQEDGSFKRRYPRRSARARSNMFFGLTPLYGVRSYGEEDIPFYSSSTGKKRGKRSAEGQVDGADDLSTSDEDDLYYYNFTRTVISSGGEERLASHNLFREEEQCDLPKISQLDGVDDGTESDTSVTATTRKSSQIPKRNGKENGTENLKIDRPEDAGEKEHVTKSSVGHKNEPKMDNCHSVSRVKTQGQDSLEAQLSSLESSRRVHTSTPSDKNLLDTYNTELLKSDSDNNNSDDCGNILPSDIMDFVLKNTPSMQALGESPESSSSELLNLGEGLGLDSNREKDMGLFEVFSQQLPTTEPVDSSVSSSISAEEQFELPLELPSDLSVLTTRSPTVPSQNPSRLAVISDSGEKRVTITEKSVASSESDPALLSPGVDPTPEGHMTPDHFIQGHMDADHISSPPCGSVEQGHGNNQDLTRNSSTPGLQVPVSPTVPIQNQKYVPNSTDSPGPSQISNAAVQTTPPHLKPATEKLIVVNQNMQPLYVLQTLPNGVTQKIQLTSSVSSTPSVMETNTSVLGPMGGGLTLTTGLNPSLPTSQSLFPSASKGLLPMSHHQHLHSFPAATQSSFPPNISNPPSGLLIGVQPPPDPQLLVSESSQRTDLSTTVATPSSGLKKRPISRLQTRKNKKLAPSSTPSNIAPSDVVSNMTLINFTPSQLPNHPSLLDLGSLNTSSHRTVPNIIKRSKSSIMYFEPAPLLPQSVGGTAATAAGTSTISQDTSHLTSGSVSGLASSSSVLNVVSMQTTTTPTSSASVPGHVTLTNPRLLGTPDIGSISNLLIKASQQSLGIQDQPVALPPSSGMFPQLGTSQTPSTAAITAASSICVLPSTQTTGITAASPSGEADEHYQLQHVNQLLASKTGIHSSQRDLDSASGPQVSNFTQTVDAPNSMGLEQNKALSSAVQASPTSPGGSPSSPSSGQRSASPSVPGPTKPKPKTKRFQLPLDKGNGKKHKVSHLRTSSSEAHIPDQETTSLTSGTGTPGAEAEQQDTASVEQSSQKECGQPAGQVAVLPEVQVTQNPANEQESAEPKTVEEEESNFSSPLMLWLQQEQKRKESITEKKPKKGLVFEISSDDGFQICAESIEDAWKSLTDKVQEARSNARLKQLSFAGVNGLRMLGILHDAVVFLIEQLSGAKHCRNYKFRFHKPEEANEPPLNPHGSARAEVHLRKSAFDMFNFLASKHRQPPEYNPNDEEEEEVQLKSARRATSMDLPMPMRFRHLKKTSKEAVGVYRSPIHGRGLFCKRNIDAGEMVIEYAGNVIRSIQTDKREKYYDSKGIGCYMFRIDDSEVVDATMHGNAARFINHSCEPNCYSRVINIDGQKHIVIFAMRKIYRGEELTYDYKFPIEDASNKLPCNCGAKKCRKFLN
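Purified MLL-CXXC (added from a 7 uM solution) was preincubated 5 min at ambient with pinned compounds in 50 mM Tris-HCl pH 7.5, 50 mM NaCl, 1 mM DTT, 0.05% BSA. Fluorescein-labeled HOX-A9 DNA (50 nM solution) followed, 30 min, then polarization read.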
RORgamma inh = qHTS for inhibitors of ROR gamma transcriptional activity; Potency, µM (series often up to 53.6 µM), without a hit: at the highest dose activity change, negative = inhibition, actives largely listed as inhibitors; Drosophila S2 Gal4-RORgamma UAS-luciferase reporter, 20 h; actives 5.4% (n = 310,000); AID 2551, 2010; Nuclear receptor ROR-gamma (Mus musculus), P51450; note: % is set by controls: 0 for no effect and ±100 for the full control effect; nearly all actives have a fitted effect of over 60% in size
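Schneider cells (Drosophila), stable Gal4 DBD–ROR gamma + UAS-luc; 1 hr cmpd preincubation; Cu2+ induction 700 uM final; 20 hr ambient; luminescence.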
FLuc modulator = qHTS profiling assay for firefly luciferase inhibitor/activator using purifed enzyme and Km concentrations of substrates (counterscreen for miR-21 project) | actives 6.9% (n = 360,000) | Potency, µM (doses to about 57.5 µM), for the others: at the highest dose activity change, negative = inhibition, hits mostly inhibitors | AID 588342, 2011 | purified FLuc, Km substrates, luminescence inhibition;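 note: plate controls were vehicle for no effect and reference inhibitor for full effect; nearly all actives have a fitted effect of over 55% in size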
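Purified P. pyralis luciferase, 10 nM final, with Km-level 10 uM D-luciferin and 10 uM ATP in 50 mM Tris acetate pH 7.5, 10 mM Mg acetate, 0.01% Tween-20, 0.05% BSA; 6-point qHTS titration about 60 µM downward; luminescence read.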
* = called active by the depositor; ? = inconclusive; / = not tested or not shown; [ ] = another dose, or the depositor's remark. Unless noted, calls come from the whole dose curve; as a rule, active = well fitted curve in the direction sought with a large enough effect; inconclusive = small, poorly fitted or top-dose-only effect, or another doubt; inactive = no such curve, though single readings can be large; an effect the other way counts as inactive or inconclusive. Potency is the fitted concentration of half-maximal effect. The list is partial; the hit share may differ from the screen's.

Values run as follows: MBNL1 CUG block, VP16 counter, uPA surface inh, BRCA1 expr act, p53 reactivation, Rab9 prom act, NPC1 promoter act, ELG1 genotox, MLL CXXC-DNA inh, RORgamma inh, FLuc modulator
> COc1ccc(C(C)=O)cc1CSc1nc2ccccc2c(=O)n1-c1ccccc1
  -24%, ?, 5%, -21%, -8%, -3%, 9%, -5%, 6%, -20%, 3%
> O=C(C1CCN(S(=O)(=O)c2ccccc2)CC1)N1CCCCCC1
  -1%, -3%, -7%, 6%, 1%, -2%, -2%, -1%, 9%, -4%, 0%
> C/C(=N\OCC(=O)Nc1c(C)cc(C)cc1C)c1ccc2c(c1)OCCO2
  -8%, 2%, 0%, 12%, -8%, -2%, -5%, -3%, 6%, ?, -3%
> Cc1c(C(=O)NCCSCc2ccco2)cccc1[N+](=O)[O-]
  -2%, 24%, -5%, -11%, -3%, 2%, -3%, 1%, -3%, ?, 4%
> Cc1ccc(C(C(=O)NCc2ccccc2)N(C(=O)c2csnn2)c2cccc3ccccc23)o1 (stereo not given)
  -3%, 2%, 5%, -38%, /, /, /, /, -1%, 40%, 4%
> CC1CC1C(=O)OCC(=O)NNC(=O)COc1ccc(Br)cc1 (stereo not given)
  /, /, 1%, -14%, 0%, 3%, 11%, 2%, /, /, 3%
> CCOC(=O)C1C(=O)CC(C)(O)C(C(=O)OCC)C1c1ccccc1OC (stereo not given)
  4%, 3%, -9%, 0%, 9%, -3%, 2%, -1%, -2%, -3%, 0%
> CCn1c(=S)sc2c(=O)n(CC(=O)Nc3cccc(OC)c3)c(C)nc21
  ?, 4%, 10%, -6%, -6%, -3%, 0%, 0%, -4%, -18%, -1%
> O=C1OC(N2C(=O)CC[C@H]2C(=O)Nc2ccc(Br)cc2F)c2ccccc21 (stereo not given in full)
  7%, -3%, -7%, -2%, 10%, -7%, -3%, -1%, -16%, -30%, 1%
> Oc1c(Br)cc(C=Nc2ccc3nc(-c4ccccc4)[nH]c3c2)c(O)c1Br
  63%[activator], -19%, -1%, -1%, 20%, 2.8µM*, ?, 1%, 45%[activator], -25%, 11µM*
> CN(CC(=O)NC(c1ccccc1)c1ccccc1)Cc1nc2ccccc2c(=O)[nH]1
  3%, 13µM*, 8%, -6%, -3%, -1%, -2%, -1%, ?, ?, 2%
> COc1ccc(Br)cc1CN(C)C(=O)c1ccncc1
  -4%, 12%, -2%, -1%, 2%, 6%, 2%, 2%, -3%, 2%, -1%
> COc1ccc(C2c3[nH]c4ccccc4c3CCN2C(=O)c2cn3ccccc3n2)c(F)c1 (stereo not given)
  6%, 0%, -6%, 0%, 6%, 22%, 2%, -2%, 4%, ?, ?
> CCc1cc2c(=O)oc(-c3ccccc3F)nc2s1
  16%, -2%, 3%, 15%, /, -2%, -3%, 0%, 15%, -1%[1.91 µM], 3.4µM*
> CC(C)c1ccc(/C=C2\C(=N)N3N=C(CC(=O)N4CCCCC4)SC3=NC2=O)cc1
  -7%, -2%, 1%, 8%, 6%, -5%, -2%, 0%, 2%, -9%, -13%
> CC(NC(=O)COC(=O)/C=C/c1cccc(C(F)(F)F)c1)c1ccccc1 (stereo not given)
  /, -21%, 0%, 2%, -7%, 2%, 0%, 0%, -2%, -5%, -1%
> COc1ccc(-n2c(Cn3nnc4ccccc43)nnc2SCC(=O)O)cc1
  1%, -5%, 1%, -1%, 4%, 2%, 0%, 6%, -3%, -26%, -1%
> CCc1nnc(NC(=O)CSc2nc3c(cc2C#N)CCCC3)s1
  -3%, -2%, -8%, ?, ?, 0.5µM*, 0.89µM*, ?, 15%, 22%, 0.85µM*
> CC(Sc1nnc(C2CC2)n1-c1ccccc1)C(=O)N1CCCC1 (stereo not given)
  /, /, 1%, 13%, 1%, 2%, -1%, 5%, /, /, -6%
> CSc1nsc(SCC(=O)Nc2ccc(Cl)c(C(=O)O)c2)n1
  4%, -2%, -2%, -5%, -2%, -1%, 1%, -2%, 18%, -5%, -17%

3 compounds picked at random from the list so far:
Values run as follows: MBNL1 CUG block, VP16 counter, uPA surface inh, BRCA1 expr act, p53 reactivation, Rab9 prom act, NPC1 promoter act, ELG1 genotox, MLL CXXC-DNA inh, RORgamma inh, FLuc modulator
> CC(C)c1ccc(/C=C2\C(=N)N3N=C(CC(=O)N4CCCCC4)SC3=NC2=O)cc1
  -7%, -2%, 1%, 8%, 6%, -5%, -2%, 0%, 2%, -9%, -13%
> COc1ccc(C2c3[nH]c4ccccc4c3CCN2C(=O)c2cn3ccccc3n2)c(F)c1 (stereo not given)
  6%, 0%, -6%, 0%, 6%, 22%, 2%, -2%, 4%, ?, ?
> COc1ccc(Br)cc1CN(C)C(=O)c1ccncc1
  -4%, 12%, -2%, -1%, 2%, 6%, 2%, 2%, -3%, 2%, -1%

Next part
Values run as follows: MBNL1 CUG block, VP16 counter, uPA surface inh, BRCA1 expr act, p53 reactivation, Rab9 prom act, NPC1 promoter act, ELG1 genotox, MLL CXXC-DNA inh, RORgamma inh, FLuc modulator
> COc1ccc(N(C(=O)c2cccc(OC)c2OC)C2C=CS(=O)(=O)C2)c(OC)c1 (stereo not given)
  -2%, 4%, -6%, 6%, -7%, 2%, -1%, -1%, 9%, 11%, 4%
> Nc1sc(-c2ccccc2)cc1-c1n[nH]c(=S)n1C1CCCCC1
  7%, ?, -18%, -44%, 1%, -21%, -29%, -3%, -2%, 2.2µM*, 0%
> CCOc1cc(NC(=S)NCCCN2CCOCC2)c(OCC)cc1NC(=O)c1cccc(C)c1
  -9%, -4%, 3%, 8%, 2%, -4%, -2%, 12%, 4%, -16%, -1%
> O=C(NCc1ccc2c(c1)OCO2)c1n[nH]c(=O)c2ccccc12
  5%, -10%, 8%, -2%, 0%, -13%, -13%, 11%, 5%, -1%, 0%
> Cc1nn(-c2ccc(Cl)c(Cl)c2)c(C)c1C(=O)O
  -4%, ?, 0%, 14%, 0%, -6%, 0%, 0%, 2%, -35%, ?
> CCCc1nc(S(=O)(=O)Cc2ccc(Cl)cc2Cl)n[nH]1
  3%, 1%, 1%, -22%, 6%, 4%, 0%, 1%, -7%, 0%, -7%
> CC(C)CC(=O)Nc1ccc(S(=O)(=O)N2CCCC2)cc1
  2%, 1%, -2%, -21%, /, 5%, -2%, 0%, 9%, 42%, -2%
> Cc1[nH]nc(SCC(=O)NCc2ccc(F)cc2)c1[N+](=O)[O-]
  -4%, -2%, 0%, -1%, 6%, -15%, -6%, 1%, 5%, -16%, -5%
> Cc1cc(C(=O)NCc2ccco2)c2cc(F)ccc2n1
  2%, 1%, -1%, 2%, -4%, -5%, -2%, -2%, -4%, 22%, 2%
> COc1ccc(CC(=O)NNC(=O)CSc2ccc(C)cc2)cc1
  7%, -4%, 6%, -3%, 15%, -3%, -6%, 4%, -19%, 0%, 5%
> CC(C)c1nc(SCC(=O)Nc2ccc3c(c2)OCCO3)n[nH]1
  -13%, -10%, -1%, 0%, 4%, -4%, -1%, 7%, 0%, 6%, -17%
> CC1CC(C)CN(S(=O)(=O)N2CCCC(C(=O)NCCCN3CCCCC3C)C2)C1 (stereo not given)
  3%, -11%, -17%, -4%, -13%, 4%, -1%, 0%, 9%, -15%, 2%
> CC(=O)NC1(c2nnnn2CCOC(=O)Nc2ccc(Cl)cc2)CCCCC1
  -4%, 0%, -7%, 52%, -17%, 4%, -1%, 1%, -4%, 33%, 0%
> Cc1cc(-c2ccc(C)c(S(=O)(=O)NCCc3ccco3)c2)on1
  9%, 25%, 17%, -20%, 0%, -3%, 2%, -4%, 3%, 10%, 0%
